Bioassay records as filed in PubChem.
ERG-DNA inh = qHTS for Small Molecule Inhibitors of the ERG Ets/DNA interaction; Transcriptional regulator ERG (Homo sapiens), P11308; fluorescence polarization, His-ERG Ets domain / labelled DNA; Potency, µM (top dose mostly 76.9 µM), inactives show top-dose FP activity, negative = inhibition, most hits filed as inhibitors; actives 0.028% (n = 370,000); AID 624246, 2012; active = well fitted inhibition curve with a large enough effect in the polarisation, with a control signal flat; inconclusive = small, poorly fitted or top-dose-only effect, or effect the other way, or a change in a side signal; inactive = no such curve, though single readings can be large or run the other way; the % refers to the polarisation;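 also: polarization taken with two DNA probes labelled with fluorescein and Texas red; potency is read from the fitted curve at half-maximal effect; % of control where 0% means no effect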
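His-tagged ERG Ets domain (1 uM in the protein solution; 300mM KCl, 50mM Tris-HCl, 1mM EDTA, 1mM DTT, pH 7.5) received compound, then a probe mix of 5 nM fluorescein-DNA and 100nM Texas-615-DNA. Fluorescence polarization was read for both dyes.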
G9a inh = qHTS Assay for Inhibitors of Histone Lysine Methyltransferase G9a; Histone-lysine N-methyltransferase EHMT2 (Homo sapiens), Q96KQ7; Potency, µM (doses to about 102 µM), for the others: at the top dose activity, negative = inhibition, most hits filed as inhibitors; actives 8.8% (n = 350,000); G9a H3K9 monomethylation, AlphaScreen, 2 h; also: potency is read from the fitted curve at half-maximal effect; % is scaled to controls: 0 for no effect and ±100 for the full control effect; nearly all actives have a fitted effect of over 75% in size
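AlphaScreen detection with an anti-monomethyl H3K9 antibody quantified product after a 2 h room-temperature reaction containing 500 nM biotinylated H3K9 peptide, 20 µM SAM and 20 nM enzyme, which had been preincubated 15 min with compound.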
PI4K2A inh = qHTS for small molecular inhibitors of PI4K2A; Phosphatidylinositol 4-kinase type 2-alpha (Homo sapiens), Q9BTU6; purified PI4K2A, ADP-Glo luminescence, 1 h; hits give low values; activity change, negative = inhibition, % at 76.9 µM; actives 0.13% (n = 420,000); AID 1346378, 2018; in the data active = activity change below about -50%; inconclusive = mostly about -30% to -49%;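 also: -100% = wells without enzyme as full effect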
Target sequence (Q9BTU6 whole entry, looked up): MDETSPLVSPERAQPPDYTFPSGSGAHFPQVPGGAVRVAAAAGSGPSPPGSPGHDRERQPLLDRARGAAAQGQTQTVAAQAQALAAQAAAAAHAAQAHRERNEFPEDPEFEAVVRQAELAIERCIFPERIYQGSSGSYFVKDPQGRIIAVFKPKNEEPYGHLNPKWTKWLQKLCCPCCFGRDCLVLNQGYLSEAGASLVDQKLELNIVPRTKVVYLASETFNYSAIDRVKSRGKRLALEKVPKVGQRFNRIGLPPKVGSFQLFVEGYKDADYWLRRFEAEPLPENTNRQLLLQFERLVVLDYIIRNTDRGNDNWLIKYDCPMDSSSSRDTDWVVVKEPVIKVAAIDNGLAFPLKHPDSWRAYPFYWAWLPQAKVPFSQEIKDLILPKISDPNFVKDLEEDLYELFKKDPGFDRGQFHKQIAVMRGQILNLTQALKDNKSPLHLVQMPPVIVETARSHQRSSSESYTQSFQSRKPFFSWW
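In this quantitative HTS, ADP production by PI4K2A was quantified luminescently after 1 h at ambient temperature; 100 microM adenosine served as plate-quality control.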
12-LOX inh = Primary qHTS assay for inhibitors of human arachidonate 12S-lipoxygenase (ALOX12): Round 2; purified 12hLO, xylenol orange hydroperoxide absorbance; Potency, µM (series often up to 108 µM), inactives show at the top dose activity change, negative = inhibition, usual class: inhibitors; actives 1.1% (n = 580,000); also: potency is read from the fitted curve at half-maximal effect; % is scaled to controls: 0 for no effect and ±100 for the full control effect
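Purified human 12hLO at 150 nM in 25 mM Hepes, 0.01% Triton X-100, pH 7.0, preincubated 15 min at room temperature with compound. Reaction started with 40 uM arachidonic acid, 30 min at room temperature. Hydroperoxide measured by Fe-xylenol orange, 573/405 nm absorbance ratio.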
GLS inhibitor = qHTS for Inhibitors of Glutaminase (GLS). GLS enzymatic activity, qHTS titration. Potency, µM (highest dose often 45.5 µM), for inactives: at the top dose activity change, negative = inhibition, actives largely listed as inhibitors. actives 0.21% (n = 410,000). AID 624170, 2012; also: potency is read from the fitted curve at half-maximal effect; % is scaled to controls: 0 for no effect and ±100 for the full control effect
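Compounds were pin-transferred onto hKGA, after which L-glutamine (1 mM solution) and a detection mix of glutamate oxidase, HRP and Amplex Red were added. Initial and 30 min RT fluorescence reads were collected.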
HP1b binding inh = HTS for Inhibitors of HP1-beta Chromodomain Interactions with Methylated Histone Tails | Chromobox protein homolog 1 (Homo sapiens), P83916 | AlphaScreen HP1-beta / biotin-H3K9me3 peptide binding | Potency, µM (highest dose often 114 µM), for inactives: at the top dose activity change, negative = inhibition, usual class: inhibitors | actives 0.56% (n = 390,000); also: potency is read from the fitted curve at half-maximal effect; nearly all actives have a fitted effect of over 70% in size; inactives centre near 23
Target sequence (P83916 whole entry, looked up): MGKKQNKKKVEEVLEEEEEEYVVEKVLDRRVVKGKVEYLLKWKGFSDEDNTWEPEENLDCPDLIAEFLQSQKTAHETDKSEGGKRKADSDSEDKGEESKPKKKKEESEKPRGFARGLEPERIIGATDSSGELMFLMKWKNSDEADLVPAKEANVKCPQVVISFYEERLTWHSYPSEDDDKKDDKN
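HP1-beta protein (50 nM final) preincubated 30 min at room temperature with biotinylated H3(1-18)K9me3 peptide (50 nM) in PBS pH 7.4, 0.01% Tween-20, then compound added for 30 min. AlphaScreen streptavidin donor/nickel chelate acceptor beads (10 ug/mL final), 30 min dark, luminescence read.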
BAZ2B block = qHTS Assay for Inhibitors of BAZ2B. AlphaScreen BAZ2B-H3K14Ac peptide displacement. actives 4.4% (n = 360,000). Potency, µM (highest dose often 114 µM), without a hit: top-dose activity change, negative = inhibition, actives largely listed as inhibitors. AID 504333, 2011. Bromodomain adjacent to zinc finger domain protein 2B (Homo sapiens), Q9UIF8; also: potency is read from the fitted curve at half-maximal effect; % is scaled to controls: 0 for no effect and ±100 for the full control effect; nearly all actives have a fitted effect of over 60% in size
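Inhibition is scored as reduced AlphaScreen emission. The BAZ2B/b-H3(5-23)K14Ac complex (50 nM each) in PBS pH 7.4, 0.01% Tween-20 meets compound (up to 110 uM) for 30 min at RT before bead addition.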
RGS4 inhibitor = Inhibitors of Regulator of G Protein Signaling (RGS) 4: qHTS; Regulator of G-protein signaling 4 (Homo sapiens), P49798; Transcreener GDP fluorescence polarization, RGS4-accelerated GTP hydrolysis; Potency, µM (highest dose often 114 µM), inactives show top-dose activity change, negative = inhibition, actives largely listed as inhibitors; actives 0.039% (n = 390,000); also: potency is read from the fitted curve at half-maximal effect; % is scaled to controls: 0 for no effect and ±100 for the full control effect; nearly all actives have a fitted effect of over 75% in size; some results filed as inactive show a strong effect at the top dose
Target sequence (P49798 whole entry, looked up): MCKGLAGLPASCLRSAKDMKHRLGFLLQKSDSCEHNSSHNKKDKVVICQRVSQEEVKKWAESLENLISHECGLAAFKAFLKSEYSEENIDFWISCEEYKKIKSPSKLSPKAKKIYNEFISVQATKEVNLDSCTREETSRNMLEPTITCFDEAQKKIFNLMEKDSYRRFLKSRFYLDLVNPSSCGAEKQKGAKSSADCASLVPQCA
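MLSMR compounds (23 nl, pin-transferred) preincubated 10 min at room temperature with a 500nM (2x) first reagent, then RGS4 at 900nM (2x) plus Transcreener GDP mix added; fluorescence polarization (620/688 nm) read before and after 90 min at 30 °C.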
JMJD2A Tudor = qHTS Assay for Inhibitors of JMJD2A-Tudor Domain; AlphaScreen JMJD2A-Tudor / H3K4me3 peptide binding; Potency, µM (doses to about 114 µM), for inactives: at the highest dose activity change, negative = inhibition, most hits filed as inhibitors; actives 4.4% (n = 390,000); also: potency is read from the fitted curve at half-maximal effect; % is scaled to controls: 0 for no effect and ±100 for the full control effect; nearly all actives have a fitted effect of over 50% in size
* marks the source's active call; other numbers are inactive results; ? = inconclusive; · = no result given; & = joins results of further samples; [ ] = another dose, or the depositor's remark. Unless noted, calls follow the shape of the dose curve; as a rule, active = well fitted curve in the direction sought with a large enough effect; inconclusive = small, poorly fitted or top-dose-only effect, or another doubt; inactive = no such curve, though single readings can be large; an effect the other way counts as inactive or inconclusive.

SMILES	ERG-DNA inh	G9a inh	PI4K2A inh	12-LOX inh	GLS inhibitor	HP1b binding inh	BAZ2B block	RGS4 inhibitor	JMJD2A Tudor
NC(=O)C1CCCN(CCc2ccccc2)C1 (stereo not drawn)	·	1.1%[59 µM]	-5.5	0.7%	16.5%	23.1%	-2.6%	15.1%	-17.2%
O=C(N/N=C/c1ccccn1)c1cc(-c2ccc(Cl)cc2)nc2ccccc12	4.0%	-5.8%	11.8	-7.5%	-15.2%	31.5%	-5.8%	-8.8%	?
CCCSc1oc(-c2cccs2)nc1S(=O)(=O)c1ccc(Cl)cc1	-4.6%	-3.6%[59 µM]	1.8	2.6%	0.2%	66.6%[activator]	8.6%	-4.9%	29.7%
COc1ccc(N(CC(=O)N2CCN(C)CC2)S(C)(=O)=O)cc1OC	6.7%	0.7%[59 µM]	5.4	0.0%	5.3%	6.1%	-4.5%	17.5%	-6.1%
CCc1nc2ccccc2n1CC(=O)N1CCN(S(=O)(=O)c2cccc(C(F)(F)F)c2)CC1	-2.1%	10.9%[2.33 µM]	-5.9	0.0%	·	35.6%	8.9%	3.0%	-11.6%
CNC(=O)c1cc2cc(Br)ccc2s1	17.4%	9.9%	2.2	-8.3%	-11.3%	-0.6%	-1.2%	-3.6%	-6.9%
Cc1ccc2c(c1)N(CCC(=O)NC(C)C)C(=O)CO2	-4.4%	-49.3%[12.7 µM]	-1.7	0.0%	1.0%	33.1%[activator]	-5.2%	2.7%[11.4 µM]	0.8%[57.1 µM]
CCN(CC)S(=O)(=O)C1CCS(=O)(=O)C1 (stereo not drawn)	2.8%	7.7%[12.7 µM]	-1.5	0.0%	-0.9%	3.5%	5.4%	-51.9%[56.9 µM]	-13.0%[57.1 µM]
Cn1cnnc1Sc1cc(N2CCN(S(=O)(=O)c3ccccc3)CC2)ccc1[N+](=O)[O-]	18.5%	?	1.0	-11.8%	-1.8%	42.5%[activator]	-34.7%	-12.3%[11.4 µM]	-21.3%
CCn1c(COc2cccc(C)c2C)nnc1SCC(=O)Nc1cc(C)on1	-6.6%	7.5%	-2.0	-5.0%	-0.5%	14.8%	-11.6%	6.1%	-5.3%[57.1 µM]
Cc1ccc(C(=O)CC(=O)c2ccc(C)cc2O)cc1	-0.8%	-3.8%	3.8	9.2%	0.0%	-2.5%	-5.9%	-7.3%	-12.2%
Cc1c(Cl)cccc1NS(=O)(=O)c1cn(C)c(=O)n(C)c1=O	-0.2%	27.6%	-1.9	-6.9%	-4.8%	36.4%	-19.3%	-5.8%	-6.3%
Cc1ccc(S(=O)(=O)N[C@H](C(=O)N2CCC(C(=O)NCC(=O)O)CC2)C(C)C)cc1	-5.7%	-26.5%	7.8	-4.4%	9.6%	19.5%	-4.1%	11.1%	0.0%
Cc1ccc2c(c1)c(=O)c(C(=O)c1ccc3c(c1)OCO3)cn2Cc1cccc(F)c1	-0.1%	-3.0%[59 µM]	2.6	3.2%	0.1%	21.8%	-23.0%	-0.6%	-10.8%
CCOc1ccc(Cn2c(SCCCCC#N)nc3c2c(=O)n(C)c(=O)n3C)cc1OCC	-3.5%	35.5µM*	-2.5	-6.1%	9.3%	?	-35.6%	-52.9%	-8.5%

Grouped by structure, the compounds so far containing a thiophene ring, fused or not (two)
SMILES	ERG-DNA inh	G9a inh	PI4K2A inh	12-LOX inh	GLS inhibitor	HP1b binding inh	BAZ2B block	RGS4 inhibitor	JMJD2A Tudor
CCCSc1oc(-c2cccs2)nc1S(=O)(=O)c1ccc(Cl)cc1	-4.6%	-3.6%[59 µM]	1.8	2.6%	0.2%	66.6%[activator]	8.6%	-4.9%	29.7%
CNC(=O)c1cc2cc(Br)ccc2s1	17.4%	9.9%	2.2	-8.3%	-11.3%	-0.6%	-1.2%	-3.6%	-6.9%

(continued)
SMILES	ERG-DNA inh	G9a inh	PI4K2A inh	12-LOX inh	GLS inhibitor	HP1b binding inh	BAZ2B block	RGS4 inhibitor	JMJD2A Tudor
O=C(NC1CCCc2ccccc21)c1ccccc1OC(F)F (stereo not drawn)	12.0%	6.8%[59 µM]	2.4	-23.3%	-13.4%	36.4%[activator]	10.4%	-44.8%	20.5%
COCCNC(=O)c1noc2c1CCc1cc(OC)ccc1-2	-19.9%	-4.8%	0.7	24.6%	-4.3%	29.7%	8.7%	-3.6%	-7.7%
COCCn1c(SCC(=O)Nc2ccc(Cl)c(S(=O)(=O)N(C)C)c2)nc2ccccc21	-7.8%	?	0.3	3.7%	8.6%	35.0%	0.2%	-16.1%	-20.7%
CC(C)(C)c1ccc(CSc2nc3c(c(=O)[nH]2)CCCC3)cc1	2.7%	4.6%[59 µM]	0.1	-16.6%	-0.6%	21.0%	-16.6%	36.6%	-12.9%
CCOC(=O)c1cn(-c2nc(-c3ccc(Cl)c(Cl)c3)cs2)c2c(F)c(N3CCOCC3)c(F)cc2c1=O	?	?	4.6	0.0%	10.9%	1.9%	0.8%	-3.9%	-9.6%
CC(C)(C)N1C(=O)c2ccccc2NC(=O)N1Cc1ccccc1	-0.9%	-24.1%[59 µM]	5.1	18.7%	-7.6%	37.2%	-12.3%	2.5%	-0.6%
CCC(C(=O)OCC(=O)Nc1ccccc1-c1ccccc1)c1ccccc1 (stereo not drawn)	7.0%	77.9%[activator][59 µM]	-3.6	-18.4%	4.1%	91.7%[activator]	35.5%	-20.8%	53.2%[activator]
COc1ccc(NC(=O)CN2C(=O)c3cccnc3Sc3ccccc32)cc1OC	2.4%	2.7%[59 µM]	-3.5	-24.8%	-2.3%	38.7%	-16.8%	-3.4%	-12.7%
COc1ccc(/C=C/C(=O)NC(C)CCc2ccccc2)cc1 (stereo not drawn)	0.2%	22.1%[59 µM]	-4.0	?	-0.8%	17.7%	5.5%	4.4%	-9.0%
COc1ccc(Cl)cc1NC(=O)CN1Cc2ccccc2C1=O	0.5%	-11.5%[59 µM]	2.0	-32.5%	3.5%	26.3%	-3.2%	8.5%	-9.6%
O=C(N/N=C/c1cccs1)c1ccc(NC(=O)c2ccccc2Cl)cc1	-2.9%	4.1%	-3.3	3.4%	5.7%	-4.2%	-0.4%	6.8%	-16.8%
CCCCCC(=O)NC(=S)Nc1ccc(N2CCCCC2)c(Cl)c1	-2.3%	-0.4%	-3.5	0.4%	2.0%	22.9%	5.4%	5.7%[56.9 µM]	-17.6%[57.1 µM]
CC12CCC(=O)N1C(C(=O)Nc1nnc(SCc3ccccc3)s1)CS2 (stereo not drawn)	7.0%	8.4%[0.501 µM]	-2.2	0.6%	19.4%	35.7%	5.7%	0.4%	-11.7%
N#Cc1ccc(CN2CCN(C(=O)c3cc(C4CC4)nn3-c3ccccc3)CC2)cc1	18.8%	14.5%[12.7 µM]	0.0	-7.1%&-5.1%	-0.9%	12.7%	-9.9%	-6.9%	-35.2%
CCCOc1cccc(C(=O)NC(=S)Nc2cccc(C(F)(F)F)c2)c1	·	-40.0%[59 µM]	-0.1	?	10.2%	16.1%	-0.8%	-34.0%	0.0%
CCNc1c(NS(=O)(=O)c2ccc(Cl)s2)c(=O)oc2ccccc12	-2.0%	5.5%	-2.2	?	30.0%[activator]	-19.5%	3.4%	1.6%	-14.1%
CCn1cc(CN2CCC(n3nccc3NC(=O)C(OC)c3ccccc3)CC2)cn1 (stereo not drawn)	-1.0%	·	1.5	8.6%	2.5%	27.9%	·	3.2%	0.7%
O=C(OCC(=O)N1CCCc2ccccc21)c1cncc(Br)c1	18.9%	5.9%	-1.3	5.5%	-1.1%	34.1%	46.9%[activator]	1.2%	5.7%
CCOc1ccc(N(CC(=O)NCC2CCCO2)S(=O)(=O)c2ccc(OC)c(OC)c2)cc1 (stereo not drawn)	-2.9%	?	7.6	0.0%	0.0%	26.8%	8.9%	-13.3%	0.4%
COc1ccccc1NC(=O)c1cc2c(C)nn(-c3ccccc3)c2s1	-0.5%	-37.6%[59 µM]	1.2	-26.9%	0.1%	54.1%[activator]	13.2%	6.0%	9.7%
O=S(=O)(Cc1cc(-c2ccccc2)no1)c1ccccc1	1.2%	23.5%	-4.3	-5.0%	6.5%	55.0%[activator]	-1.7%	23.7%	2.8%
Cc1cc(N/N=C/c2ccccc2Cl)nc(NCc2ccccc2)n1	-2.1%	-21.8%[59 µM]	-1.7	?	5.8%	-0.1%	?	2.3%	-31.5%
COc1ccc(OC)c(C2CC(c3ccc(NS(C)(=O)=O)cc3)=NN2C(=O)c2ccccc2)c1 (stereo not drawn)	-10.7%	-49.3%	1.0	-5.5%	14.3%	23.5%	·	-9.5%[11.4 µM]	-25.1%
Oc1ccccc1/C=N/Nc1nccnc1Cl	-0.3%	-6.1%[12.7 µM]	-9.1	0.0%	0.4%	32.5%[activator]	35.5µM*	4.3%	?

A portion of the library, so the mix of outcomes need not match the whole.
